TLR9-MyD88 block – TLR9-MyD88 interaction inhibition; CHO BLA complementation TLR9-MyD88, CCF4 FRET ratio; inhibition, % at 4.98 µM; hit rate 0.21% among 340,000;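 active means inhibition above the mean over all tested compounds plus 3 SD, cut at about 21% in these data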;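 further: 0% = DMSO only wells and 100% = clavulanate BLA inhibitor control wells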
Target sequence (Q99836 whole entry, looked up): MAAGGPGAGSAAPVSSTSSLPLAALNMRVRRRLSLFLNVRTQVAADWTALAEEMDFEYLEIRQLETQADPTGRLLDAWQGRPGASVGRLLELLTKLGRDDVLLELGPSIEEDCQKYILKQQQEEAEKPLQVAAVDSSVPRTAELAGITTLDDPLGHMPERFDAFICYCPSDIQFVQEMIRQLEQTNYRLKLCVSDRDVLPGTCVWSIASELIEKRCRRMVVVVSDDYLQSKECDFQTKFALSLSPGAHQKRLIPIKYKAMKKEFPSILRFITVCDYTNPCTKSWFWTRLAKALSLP
Target sequence (Q9NR96 whole entry, looked up): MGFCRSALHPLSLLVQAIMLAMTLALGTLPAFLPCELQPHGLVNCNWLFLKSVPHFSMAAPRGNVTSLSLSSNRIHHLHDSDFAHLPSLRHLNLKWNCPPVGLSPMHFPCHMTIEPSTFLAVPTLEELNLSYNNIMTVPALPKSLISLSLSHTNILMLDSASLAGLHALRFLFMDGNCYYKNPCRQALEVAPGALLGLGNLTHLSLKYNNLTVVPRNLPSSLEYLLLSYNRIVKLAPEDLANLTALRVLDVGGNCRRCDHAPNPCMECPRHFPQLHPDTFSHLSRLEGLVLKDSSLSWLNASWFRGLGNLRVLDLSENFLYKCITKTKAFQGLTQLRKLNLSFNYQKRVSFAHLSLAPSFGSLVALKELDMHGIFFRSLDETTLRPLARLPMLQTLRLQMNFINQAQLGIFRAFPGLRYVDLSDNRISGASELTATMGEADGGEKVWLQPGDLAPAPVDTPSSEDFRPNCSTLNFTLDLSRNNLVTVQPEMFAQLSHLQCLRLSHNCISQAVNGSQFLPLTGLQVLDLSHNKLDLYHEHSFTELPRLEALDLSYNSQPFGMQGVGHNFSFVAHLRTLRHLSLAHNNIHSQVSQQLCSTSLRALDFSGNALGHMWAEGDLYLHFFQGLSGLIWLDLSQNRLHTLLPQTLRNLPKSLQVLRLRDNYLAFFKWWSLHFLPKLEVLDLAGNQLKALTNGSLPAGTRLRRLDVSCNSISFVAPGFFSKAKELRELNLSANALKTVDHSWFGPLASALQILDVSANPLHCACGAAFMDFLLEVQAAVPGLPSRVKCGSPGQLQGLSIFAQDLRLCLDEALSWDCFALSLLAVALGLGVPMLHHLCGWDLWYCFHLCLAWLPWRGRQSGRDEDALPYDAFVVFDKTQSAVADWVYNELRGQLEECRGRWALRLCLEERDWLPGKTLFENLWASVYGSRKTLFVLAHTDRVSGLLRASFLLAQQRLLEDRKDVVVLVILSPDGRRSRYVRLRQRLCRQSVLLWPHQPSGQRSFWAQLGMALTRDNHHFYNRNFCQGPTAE
MC4R barr agon – agonists of human melanocortin 4 receptor (MC4R) beta-arrestin; activation, % at 8.9 µM; P32245; AID 540308; hit rate 0.98% among 360,000; U2OS MC4R beta-arrestin complementation, luminescence; percent of melanotan II response, DMSO zero;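 active means activation above a per-plate cutoff, the mean activation of sample wells on that plate plus 3 SD, cut at about 8% in these data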
Exocytosis inh – lytic granule exocytosis inhibition; TALL-104 LAMP-1 surface exposure, flow cytometry; cells stimulated with thapsigargin and PMA; inhibition, % at 10 µM; hit rate 0.66% among 360,000;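 active means inhibition above about 55%, limit read from the data; inconclusive means no clear call, values can overlap the other calls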
N-glyco inh – blocks N-linked glycosylation in D54 reporter cells | D54 ERlucT glycosylation luciferase reporter, 24 h; percent of 100 nM tunicamycin response | reporter increase, % at 12.5 µM | hit rate 0.23% among 360,000 | AID 588692;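 active means mean luciferase reporter signal, scaled so untreated is 0 and the glycosylation-blocking control 100, at or above a set limit in every replicate; inconclusive means mean reaches the limit but not every replicate does; inactive means mean below the limit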;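 further: luciferase carries N-glycosylation sites so blocking glycosylation raises the light; 0% = median of neutral control wells and 100% = median of 100 nM tunicamycin wells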
MC4R antag cAMP – blocks human MC4R cAMP signaling; MC4R-expressing cells, MTII-stimulated cAMP, LANCE TR-FRET; AID 540295; hit rate 0.48% among 360,000; P32245; inhibition, % at 6.5 µM;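 active means inhibition above its plate's cutoff, the mean of tested wells on that plate plus 3 SD, cut at about 29% in these data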;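 further: 0% = Melanotan II alone and 100% = Melanotan II plus saturating MCL0020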
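System – human MC4R-expressing U2OS cells · Also added – Melanotan II · Dosing – one concentration, 6.5 µM nominal · Timing – 30-min compound, 1-h challenge, 1-h detection, room temperature · Measured by – Eu-cAMP/anti-cAMP TR-FRET, emission 671 nm · Replicates – singlicate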
aDG glyco up – increases alpha dystroglycan glycosylation; Pro5-aDG cells, alpha-DG glycosylation AlphaScreen (IIH6); 0% Pro5, 100% B10-LARGE cell signal; hit rate 0.22% among 360,000; activation, % at 10 µM;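 active means activation of at least 8% versus controls, or a plate z-score of at least 8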;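 further: Pro5 are CHO cells carrying HIG-tagged alpha-DG that lacks glycosylation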
Vif inh – blocks HIV Vif function. HEK293T cells, Vif self-association by quenched fluorescence, imaging, 24 h. hit rate 0.35% among 340,000. inhibition, % at 7.49 µM; in the data active means inhibition above about 50%, passing the limit was not always enough; inconclusive means no clear call, values can overlap the other calls; inactive means below about 31%; further: some results filed as inactive read as strong as hits
ABCB6 inh 2 – blocks the human ABCB6 transporter; K562-ABCB6 porphyrin accumulation, flow cytometry, 1 h; stronger effect = lower value; hit rate 0.19% among 360,000; AID 602162; Q9NP58; fluorescence ratio to DMSO, % at 10 µM;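 active means fluorescence ratio to DMSO below 75%, the collection mean minus 3 SD; inconclusive means too few cells collected in the well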;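 further: signal is porphyrin accumulated inside mitochondria; 100% equals median channel fluorescence of DMSO control wells; lower ratio means ABCB6 inhibition with less porphyrin fluorescence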
NOD2-RIPK2 inh – blocks binding of human NOD2 to RIPK2; O43353; CHO BLA complementation NOD2-RIPK2, CCF4 ratio; inhibition, % at 4.98 µM; hit rate 0.38% among 360,000; AID 624267; in the data active means inhibition above about 21%;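 further: 0% = vehicle only and 100% = reference blocker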
ABHD5 PLIN5 PPI – ABHD5-PLIN5 protein interaction inhibition. Q00G26+Q8WTS1. Split G. princeps luciferase complementation, luminescence, 4 h. inhibition, % at 4 µM. hit rate 0.78% among 360,000. AID 602281;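 active means inhibition above the mean inhibition across every tested compound plus 3 SD, cut at about 22% in these data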;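 further: 0% = DMSO only wells and the 100% control is not disclosed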
* marks the source's active call; other numbers are inactive results; u = inconclusive; x = not tested or not shown. Only part of the results is shown (hit frequency here may not be typical).

#	mol	TLR9-MyD88 block	MC4R barr agon	Exocytosis inh	N-glyco inh	MC4R antag cAMP	aDG glyco up	Vif inh	ABCB6 inh 2	NOD2-RIPK2 inh	ABHD5 PLIN5 PPI
1	CCCN(CC1CC1)C(=O)CSc1nnc(-c2cc(-c3cccs3)nc3ccccc23)o1	3	-0.3	-2	0	-2	1.8	-12	104	-15	0
2	COc1cc(NC(=O)C2CC2)c(OC)cc1NC(=O)CCC(=O)NC1CCN(Cc2ccccc2)CC1	5	-0.8	-3	0	9	-0.5	-12	97	1	9
3	CCOC(=O)C1=NNC(C(=O)O)C1c1ccccc1 (configuration not stated)	3	-1.4	-4	2	-6	-0.2	10	91	-18	-3
4	O=C(O)c1ccc(N=Nc2c(O)[nH]c3cc(Cl)ccc23)cc1	4	-1.4	-3	-5	6	1.0	-1	98	4	1
5	O=C(c1ccc(-c2ccccc2)cc1)C1CCCN(C(=O)c2cncs2)C1 (configuration not stated)	-6	-2.2	-1	-3	4	-0.1	-13	107	0	3
6	FC(F)(F)c1ccccc1Cc1c(-c2ccccc2)nc2ccc(Cl)cn12	x	x	-5	0	x	0.0	x	101	-9	-9
7	CCOC(=O)c1cnn(-c2ccc(F)cc2)c1N	2	-1.1	-6	-2	2	0.1	-10	106	-13	-5
8	COc1ccc(OC)c(-c2cc(C(=O)N3CCc4ccccc4C3)no2)c1	4	-0.9	1	0	-8	0.1	12	109	4	3
9	Cc1ccccc1OCCCN1C(=O)C(=O)c2cccc(C)c21	5	2.2	6	2	-10	0.1	-2	98	6	27*
10	CCN(CC)CCNC(=S)Nc1ccc(F)cc1	2	-0.1	0	0	11	0.0	-2	103	2	-10
11	CCc1ccc(/C=N/n2c(COc3ccccc3)n[nH]c2=S)cc1	-9	1.2	-4	4	5	0.0	-8	97	-20	-6
12	NNC(=O)Cn1nc(Cc2ccccc2)n(N)c1=O	4	0.4	-4	0	15	-0.2	0	97	-3	1
13	CCOc1ccc(NC(=O)CN(C)C(=O)c2ccccc2OCc2cccc(C)c2)cc1OCC	4	4.4	1	13	7	-0.1	-8	94	-32	7
14	COc1cc2c(cc1OC)CN(C(=O)c1cccc(S(=O)(=O)N(C)C)c1)CC2	-3	0.8	-1	0	-4	-0.1	1	98	-17	8
15	Cn1nnc2c[n+](CC(=O)c3ccc(Cl)cc3)cc(Br)c21	x	-1.4	10	-2	-4	0.1	2	100	8	-2
16	COC(=O)CN1C(=O)CC(C)(C)Sc2ccccc21	-8	0.0	-11	2	11	-0.2	7	91	4	6
17	CN(CCN1CCc2ccccc2C1)Cc1nc(Cc2ccccc2F)no1	1	-0.4	-1	-4	-6	-0.1	-4	103	-10	2
18	CCOC(=O)c1sc2nc(C)nc(Nc3ccc(OC)cc3)c2c1C	1	0.5	0	2	15	0.2	-11	98	6	-2
19	Oc1cc2ccccc2cc1-c1n[nH]c(=S)n1Cc1ccco1	3	-0.6	0	0	3	0.0	-5	95	-11	3
20	COc1ccc(C2C(C(=O)Nc3cccnc3)=C(C)Nc3nc(-c4cccs4)nn32)cc1OC (configuration not stated)	2	-1.4	0	0	10	-0.1	0	102	-6	6

Random excerpt: two compounds from above, in no set order.
#	mol	TLR9-MyD88 block	MC4R barr agon	Exocytosis inh	N-glyco inh	MC4R antag cAMP	aDG glyco up	Vif inh	ABCB6 inh 2	NOD2-RIPK2 inh	ABHD5 PLIN5 PPI
9	Cc1ccccc1OCCCN1C(=O)C(=O)c2cccc(C)c21	5	2.2	6	2	-10	0.1	-2	98	6	27*
15	Cn1nnc2c[n+](CC(=O)c3ccc(Cl)cc3)cc(Br)c21	x	-1.4	10	-2	-4	0.1	2	100	8	-2

Remaining list, next part:
#	mol	TLR9-MyD88 block	MC4R barr agon	Exocytosis inh	N-glyco inh	MC4R antag cAMP	aDG glyco up	Vif inh	ABCB6 inh 2	NOD2-RIPK2 inh	ABHD5 PLIN5 PPI
21	COc1ccc(CCNc2nc3ccc(C)cc3n3cnnc23)cc1OC	-5	0.6	u	7	6	0.1	-4	100	-7	7
22	O=C(Nc1ccc(Cl)c(C(F)(F)F)c1)C1CCCN(S(=O)(=O)c2cnc[nH]2)C1 (configuration not stated)	11	-2.5	-1	2	8	-0.4	-1	97	-2	-2
23	Cc1cccc(C(=O)NN(C)c2nc(-c3ccccc3)nnc2C(F)(F)F)c1	4	-2.0	-2	5	-2	-0.1	-11	69*	-15	7
24	CCC(CO)Oc1cc(NCc2ccccc2Cl)c2ncn(C(C)C)c2c1 (configuration not stated)	5	-0.2	-10	0	0	0.3	0	93	6	4
25	Cc1cc(CNC(=O)c2cccc([N+](=O)[O-])c2C)c2ccccc2n1	-5	-2.7	1	0	1	7.0	-4	103	-3	1
26	C#CCNC(=O)c1ccc2sc([C@H]3C[C@H](O)[C@@H](CO)O3)nc2c1	x	0.3	-2	3	16	-0.3	-2	92	-4	8
27	COc1cc(OC)cc(C(=O)Nc2ccc3c(c2)OCCO3)c1	-3	1.6	-6	-3	13	0.0	-3	99	-7	1
28	Nc1nc(SCC(=O)N2CCc3ccccc3C2)[nH]c(=O)c1-c1ccccc1	3	0.5	0	-2	14	0.1	-3	96	0	-3
29	Cc1ccc(NC(=O)c2ccc(NS(=O)(=O)c3c(C)noc3C)cc2)cc1C	2	-1.6	0	0	3	0.0	-2	95	-9	-12
30	CN1C(=O)c2ccc(Oc3ccccc3)cc2C1=O	-9	0.1	-1	0	25	-0.1	-1	101	-2	2
31	CN(Cc1ccccc1)C(=O)COC(=O)c1ccc(Cl)cc1N	-3	-1.5	-4	-1	6	0.2	-10	101	0	-7
32	O=C(O)CSc1nnc(COc2ccccc2)n1-c1ccccc1	7	-0.7	-4	0	1	0.1	-12	96	8	-10
33	NS(=O)(=O)c1cccc(NC(=O)c2cc(-c3cccs3)nc3ccccc23)c1	-9	-1.9	-6	4	2	-0.5	-1	97	5	6
34	O=C1CCN(Cc2ccc(Br)cc2)CCN1[C@H](CO)Cc1ccccc1	0	-2.4	-1	-3	5	-0.1	-11	99	-1	2
35	CS(=O)(=O)NCc1nnc(SCc2ccccc2C(F)(F)F)o1	-1	-1.0	3	0	2	-0.1	1	102	-10	4
36	COc1cccc(CN(C)C(=O)CCC(=O)c2cc(Br)ccc2OC)c1	4	1.6	4	-3	-6	0.1	-1	97	-1	9
37	CC(C)C(=O)N1CCCC1(C)C(=O)NCc1ccc(Cl)cc1 (configuration not stated)	x	0.4	-1	0	-2	0.1	5	97	-3	9
38	CCCOC(=O)c1sc2nc3c(cc2c1N)C(=O)CCC3	-3	-0.8	2	2	8	0.1	0	105	7	1
39	Cc1cc2ncn(C(=O)c3c(-c4c(Cl)cccc4Cl)noc3C)c2cc1C	1	-2.0	-3	2	4	0.1	19	92	-6	3
40	O=C(CNS(=O)(=O)c1ccccc1)NCC(=O)OCc1ccc(C(=O)c2ccccc2)cc1	-2	0.0	-8	-1	5	-0.1	0	99	-6	-1

An excerpt from above, limited to N-glyco inh, MC4R antag cAMP and ABCB6 inh 2:
| # | SMILES | N-glyco inh | MC4R antag cAMP | ABCB6 inh 2 |
| --- | --- | --- | --- | --- |
| 28 | Nc1nc(SCC(=O)N2CCc3ccccc3C2)[nH]c(=O)c1-c1ccccc1 | -2 | 14 | 96 |
| 30 | CN1C(=O)c2ccc(Oc3ccccc3)cc2C1=O | 0 | 25 | 101 |
| 23 | Cc1cccc(C(=O)NN(C)c2nc(-c3ccccc3)nnc2C(F)(F)F)c1 | 5 | -2 | 69* |

Carrying on.
#	mol	TLR9-MyD88 block	MC4R barr agon	Exocytosis inh	N-glyco inh	MC4R antag cAMP	aDG glyco up	Vif inh	ABCB6 inh 2	NOD2-RIPK2 inh	ABHD5 PLIN5 PPI
41	COc1ccc(-n2ncc3c2CC(C)(C)CC3NC(=O)c2cn[nH]c2)cc1 (configuration not stated)	-7	-1.3	-1	-1	15	0.1	-2	99	-12	5
42	O=C1CSC(=Nc2cccc([N+](=O)[O-])c2)N1	3	-0.5	-9	-1	4	-0.1	3	104	-5	-2
43	Cc1cccc(NC(c2ccc(O)cc2)c2ccc3ccc(C)nc3c2O)n1 (configuration not stated)	3	-0.6	19	-2	5	0.3	-14	101	-10	6
44	COc1ccc2c(c1OC)C(=O)N(c1ccc(C)cc1)C2=O	-2	0.5	-3	-2	3	-0.3	-1	103	12	-3
45	COC(=O)Cn1c(=O)c(=O)n(CC(=O)OC)c2ccccc21	0	-0.2	-1	3	-5	1.6	3	100	-8	4
46	O=S(=O)(c1ccccc1)N1CCN(c2ccccc2)CC1	3	-0.6	-2	-2	8	-0.2	-2	104	-6	10
47	Cc1ccc(NC(=O)[C@@H](CC(C)C)NC(=O)[C@@H]2Cc3ccccc3CN2)cc1	-3	-1.5	3	-2	11	-0.2	-7	101	13	-8
48	O=c1oc2c(CN3CCOCC3)c(O)ccc2c2c1CCC2	-5	-1.4	2	1	4	-0.1	12	95	1	-6
49	N#Cc1ccccc1-c1ccccc1C(=O)N1CCCCC1	-11	-1.1	14	-1	-1	0.0	-1	97	-5	7
50	COC(=O)[C@]12CCCCC=C1N(Cc1ccc3c(c1)OCO3)C(=O)[C@H](CC(=O)N1CCSCC1)C2	x	x	2	x	x	0.3	x	x	-7	-3
51	CC(=O)Nc1ccc(S(=O)(=O)NC(C)c2nc(-c3ccccc3)no2)cc1 (configuration not stated)	1	2.4	8	0	19	0.0	-3	99	5	-6
52	CCCC1N2CC3([N+](=O)[O-])CN1CC([N+](=O)[O-])(C2)C3(C)C (configuration not stated)	-2	0.1	-1	1	-4	0.1	-16	88	-11	14

From PubChem BioAssay
